High-throughput results as filed in PubChem BioAssay.
PTHR1 ag = agonists of human PTHR1 parathyroid hormone receptor. Q03431. HEK293 GP2 PTHR1 cells, GloSensor cAMP luminescence, 1 h. Potency, µM (series often up to 115 µM), inactives show top-dose activation, actives largely listed as activators. 0.075% of 410,000 active. AID 743266; also: potency is read from the fitted curve at half-maximal effect; nearly all actives have a fitted effect of over 55% in size; some results filed as inactive show a strong effect at the top dose; inactives centre near -15; many of its hits are not listed in these tables
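HEK-293-derived GP2 cells expressing PTHR1 and a GloSensor cAMP reporter, 3,000/well, plated overnight, given luciferin plus IBMX (each 0.5 mM as added) for 1 h at 37 °C, then compound for 1 h at 37 °C. Luminescence was read after 15 min at room temperature.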
GLP-1R inv ag = inverse agonists of human GLP-1 receptor. 1.6% of 410,000 active. HEK293 GLP-1R CRE-luciferase, luminescence, 24 h; GLP-1R form is constitutively active. AID 624417. Potency, µM (top dose mostly 38.3 µM), without a hit: top-dose activity change, negative = inhibition, hits mostly inhibitors; also: potency is read from the fitted curve at half-maximal effect; % is scaled to controls: 0 for no effect and ±100 for the full control effect; nearly all actives have a fitted effect of over 55% in size
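Stable HEK293 clone (constitutively active GLP-1R + cAMP-response luciferase); 200 cells/uL plated, 12 h pre-culture, compound 24 hr, 37 deg C/5% CO2; detection reagent 12 min RT; luminescence.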
IL-2 act = activates IL-2 in a cell-based reporter assay; IL-2 activation reporter assay, cell-based qHTS; stimulated with anti-CD3/CD4/CD28 beads; in transgenic mouse T cells; activation, % (series mostly up to about 46 µM); 0.065% of 360,000 active; in the data active = activation above about 50%; inconclusive = mostly about 30% to 49%; also: 0% is about no effect
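EGFP and DsRed fluorescence is measured by plate cytometry in unstimulated transgenic mouse T cells exposed to compound for 60 minutes, then stimulated 18 hours at 37 degrees C with anti-CD3/anti-CD4 beads plus anti-CD28.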
EPAC1 antag = blocks human EPAC1 exchange factor. Potency, µM (top dose mostly 115 µM), for inactives: top-dose activity change, negative = inhibition, actives largely listed as inhibitors. EPAC1 GEF assay, Rap1b-BODIPY-GDP exchange fluorescence. 0.14% of 360,000 active. O95398;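 also: potency is read from the fitted curve at half-maximal effect; plate controls were vehicle for no effect and positive control for full effect; nearly all actives have a fitted effect of over 50% in size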
Target sequence (O95398 whole entry, looked up): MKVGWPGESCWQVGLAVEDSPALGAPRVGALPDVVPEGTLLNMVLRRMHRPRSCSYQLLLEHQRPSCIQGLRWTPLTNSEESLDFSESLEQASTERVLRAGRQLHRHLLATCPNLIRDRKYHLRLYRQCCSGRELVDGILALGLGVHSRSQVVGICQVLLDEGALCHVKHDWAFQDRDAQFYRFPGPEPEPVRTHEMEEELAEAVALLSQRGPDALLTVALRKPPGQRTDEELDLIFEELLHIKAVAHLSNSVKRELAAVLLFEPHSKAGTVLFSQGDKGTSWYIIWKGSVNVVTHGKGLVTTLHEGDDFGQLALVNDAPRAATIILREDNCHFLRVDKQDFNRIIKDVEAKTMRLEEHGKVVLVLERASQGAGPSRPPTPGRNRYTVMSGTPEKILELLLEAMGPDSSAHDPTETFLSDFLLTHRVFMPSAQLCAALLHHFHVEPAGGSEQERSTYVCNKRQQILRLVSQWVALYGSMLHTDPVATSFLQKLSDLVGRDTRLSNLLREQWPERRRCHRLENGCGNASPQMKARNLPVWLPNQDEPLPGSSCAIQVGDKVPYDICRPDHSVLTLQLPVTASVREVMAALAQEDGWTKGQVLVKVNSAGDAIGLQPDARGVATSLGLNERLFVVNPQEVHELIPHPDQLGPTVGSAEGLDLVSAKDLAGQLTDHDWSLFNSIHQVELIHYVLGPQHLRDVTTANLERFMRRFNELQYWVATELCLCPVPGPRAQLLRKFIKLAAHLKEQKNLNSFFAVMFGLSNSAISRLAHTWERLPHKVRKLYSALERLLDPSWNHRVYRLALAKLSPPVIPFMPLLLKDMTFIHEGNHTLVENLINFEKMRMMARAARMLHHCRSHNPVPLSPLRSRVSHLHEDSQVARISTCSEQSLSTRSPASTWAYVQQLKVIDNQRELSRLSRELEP
PLK1 PBD block = PLK1 (human) polo-box domain binding inhibition. Plk1 PBD binding of FITC phosphopeptide, fluorescence polarization. Potency, µM, without a hit: max response, negative = inhibition, usual class: inhibitors. 2.8% of 360,000 active. AID 720504; also: potency is read from the fitted curve at half-maximal effect; series mostly up to about 57 µM; % is scaled to controls: 0 for no effect and ±100 for the full control effect; nearly all actives have a fitted effect of over 65% in size
HEK293 tox = cytotoxicity counter-screen for GLP-1 receptor inverse agonists; Potency, µM (series often up to 38.3 µM), inactives show at the top dose activity change, negative = inhibition, actives largely listed as inhibitors; 0.13% of 410,000 active; HEK293 cAMP-luciferase reporter cells, luminescence, 24 h;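 also: loss of luciferase light is scored as toxicity; potency is read from the fitted curve at half-maximal effect; % is scaled to controls: 0 for no effect and ±100 for the full control effect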
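Seeding density was 200 cells/uL; after overnight-length (12 h) culture, 23 nL compounds went on for 24 h at 37 °C. Readout used a luciferase detection reagent, luminescence taken after 12 min at room temperature.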
PI5P4K alpha inh = blocks human PI5P4K alpha kinase activity. max response, %. 1.2% of 330,000 active. P48426. PI5P4Kalpha enzyme, ADP-Glo luminescence, 60 min; active compounds read low; active = max response of -50% or lower; inconclusive = between -30% and -50%; inactive = -30% or higher; also: value at the top dose of about 77 µM; % is scaled to controls: 0 for no effect and ±100 for the full control effect
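qHTS, 1536-well: enzyme/substrate mix, compound by pin tool, 5 microM ATP final; RT 60 min; ADP-Glo reagents 1 (45 min) then 2 (30 min); luminescence.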
GLP-1R agonist = GLP-1 receptor (human) agonism | P43220 | HEK293 GLP-1R CRE-luciferase, luminescence, 4-6 h; cells express a hypersensitive GLP-1R form | Potency, µM (series often up to 45.6 µM), for inactives: at the top dose activation, most hits filed as activators | 0.007% of 380,000 active | AID 624172; also: potency is read from the fitted curve at half-maximal effect; % of control where 0% means no effect
EPAC1 ag = activates human EPAC1 exchange factor; 0.073% of 360,000 active; EPAC1 agonist qHTS, biochemical assay; response scale: 100% = response to 6.5 mM cAMP; O95398; Potency, µM (series often up to 154 µM), for inactives: top-dose activation, actives largely listed as activators; AID 720707; also: potency is read from the fitted curve at half-maximal effect; nearly all actives have a fitted effect of over 60% in size
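EPAC1 100 nM, Rap1B–BODIPY-GDP 250 nM, unlabeled GDP 50 uM; compound titration; 5 min RT; kinetic read ex480/em540 at 5-min intervals ×30 min; data normalized to 6.5 mM cAMP agonist control.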
* marks the source's active call; other numbers are inactive results; i = inactive; ? = inconclusive; / = no result given; & = joins results of further samples; [ ] = another dose, or the depositor's remark. Unless noted, calls follow the shape of the dose curve; as a rule, active = well fitted curve in the direction sought with a large enough effect; inconclusive = small, poorly fitted or top-dose-only effect, or another doubt; inactive = no such curve, though single readings can be large; an effect the other way counts as inactive or inconclusive.

Start of the data: the first 6 compounds as a preview:
no.	Molecule	PTHR1 ag	GLP-1R inv ag	IL-2 act	EPAC1 antag	PLK1 PBD block	HEK293 tox	PI5P4K alpha inh	GLP-1R agonist	EPAC1 ag
1	COc1ccc(NC(=S)Nc2ccc3nc(C)c(C)nc3c2)cc1	-4%[57.5 µM]	44%[activator]	-1.3	-2%	-8%	67%[activator]	0	16%	7%
2	COc1ccc(S(=O)(=O)NCCSc2ccccc2)cc1OC	-85%[inhibitor]	4%	-1.6	1%	-6%	-13%	/	13%	-8%
3	Cc1ccc(S(=O)(=O)CCC(=O)NCc2ccccc2)cc1	i	3%	1.7	7%	-4%	9%	4	0%	13%
4	O=C1C=C(NCc2ccc3c(c2)OCO3)CC(c2ccccc2)C1 (stereo not given)	i	-25%	0.6	16%	-13%	-27%	-4	6%	-1%
5	Fc1ccc(CSc2nc3ncc(Br)cc3[nH]2)cc1	i	0%	0.0	2%	-5%	-8%	-12	-27%	1%
6	O=C(CSc1nnc(COc2ccc(Cl)cc2)n1Cc1ccco1)N1CCNC1=O	-12%	?	-0.4	-14%	-2%	-1%	-6	8%	9%

All compounds of this part, from the first entry:
no.	Molecule	PTHR1 ag	GLP-1R inv ag	IL-2 act	EPAC1 antag	PLK1 PBD block	HEK293 tox	PI5P4K alpha inh	GLP-1R agonist	EPAC1 ag
1	COc1ccc(NC(=S)Nc2ccc3nc(C)c(C)nc3c2)cc1	-4%[57.5 µM]	44%[activator]	-1.3	-2%	-8%	67%[activator]	0	16%	7%
2	COc1ccc(S(=O)(=O)NCCSc2ccccc2)cc1OC	-85%[inhibitor]	4%	-1.6	1%	-6%	-13%	/	13%	-8%
3	Cc1ccc(S(=O)(=O)CCC(=O)NCc2ccccc2)cc1	i	3%	1.7	7%	-4%	9%	4	0%	13%
4	O=C1C=C(NCc2ccc3c(c2)OCO3)CC(c2ccccc2)C1 (stereo not given)	i	-25%	0.6	16%	-13%	-27%	-4	6%	-1%
5	Fc1ccc(CSc2nc3ncc(Br)cc3[nH]2)cc1	i	0%	0.0	2%	-5%	-8%	-12	-27%	1%
6	O=C(CSc1nnc(COc2ccc(Cl)cc2)n1Cc1ccco1)N1CCNC1=O	-12%	?	-0.4	-14%	-2%	-1%	-6	8%	9%
7	Cc1ccc(OCc2nnn(CC(=O)NS(=O)(=O)c3c(C)noc3C)c2-c2ccccc2)cc1	i	17%	0.4	-10%	-7%	-7%	6	-6%	-11%
8	Cc1ccc2nc(N(CCCN(C)C)C(=O)COc3ccc(Cl)cc3)sc2c1	-11%	?	1.0	-11%	1%	?	25	-4%	-12%
9	Cc1ccc2c(c1)-c1onc(C(=O)N3CCN(c4cccc(C)c4C)CC3)c1CO2	-21%	2%	/	/	/	5%	/	0%	/
10	CC(C)CN1CC(C)C(=O)N(c2ccccc2)C1=O (stereo not given)	i	9%	-3.1	4%	3%	-2%	-6	-1%	-9%
11	COCCN1C(=O)C(=O)/C(=C(/O)c2ccc(S(=O)(=O)N3CCOCC3)cc2)C1c1ccc(O)c(OC)c1 (stereo not given)	i	12%	0.8	-30%	-7%	-5%	-2	2%	19%
12	Cc1ccnc(NC(=O)CNC(=O)Cc2cccc3ccccc23)c1	-12%	?	-5.3	-4%	-19%	-18%	-22	7%	9%
13	COc1ccc(OC2OC3COC(C)(C)OC3C(O)C2NC(C)=O)cc1 (stereo not given)	i	1%	-0.2	-2%	-7%	2%	-7	-23%	8%
14	Cn1c(=O)[nH]c2cc3ccccc3cc21	-3%[57.5 µM]	53%[activator]	-0.8	0%	-3%	-13%	1	7%	-1%
15	O=C(c1ccccc1)c1ccc2ccccc2c1	-24%	?	-0.3	6%	-3%	-10%	-6	23%	12%
16	CC(=O)C1=C(C)NC(SCc2cccc([N+](=O)[O-])c2)=C(C#N)C1c1ccco1 (stereo not given)	-12%	0%	-6.2	?	-11%	4%	-2	9%	-7%
17	CC(C)(C)OC(=O)N[C@H](C(=O)OC(C)(C)C)c1ccc(C(F)(F)F)cc1	-28%	1%	-0.3	-21%	-4%	7%	2	11%	-39%[inhibitor]
18	COc1ccc(NC(=O)CSCc2ccc([N+](=O)[O-])cc2)cc1OC	-28%	-12%	0.6	0%	-12%	0%	-5	0%	0%
19	O=C(O)c1cccc(S(=O)(=O)N2CCOCC2)c1	i	0%	0.2	-16%	-7%	2%	/	-5%	8%
20	Cc1ccc(N2C(=O)N(CC(=O)Nc3ccccc3C(F)(F)F)C(=O)C2C)cc1 (stereo not given)	i	-17%	0.5	-6%	-4%	-6%	-2	-4%	-9%
21	CCOc1ccc(NC(=O)CCC(=O)NNS(=O)(=O)c2ccccc2[N+](=O)[O-])cc1	-39%[inhibitor]	-4%	0.1	4%	?	-1%	10	0%	-5%
22	Cc1cc(C)c2c(=O)n3c(nc2c1)C(Cc1ccccc1)NC(=O)c1cc2ccccc2cc1-3 (stereo not given)	-40%[inhibitor]	19%	-0.8	1%	3%	2%	6	-6%	-9%
23	CCOc1ncccc1C(=O)OCC(=O)NCc1cccs1	i	7%	1.5	3%	-7%	0%	1	12%	3%
24	COc1cccc(CNC(=O)C(Cc2ccccc2)n2cccc2)c1 (stereo not given)	-1%	?	-2.3	-2%	-4%	8%	3	18%	11%
25	OC[C@@H](O)[C@@H](O[C@H]1O[C@H](CO)[C@@H](O)[C@H](O)[C@H]1O)[C@H](O)[C@@H](O)CO	-5%	10%	-0.5	-19%	4%	2%	-1	-1%	-2%
26	CS(=O)(=O)N1CCc2cc(C(=O)OCC(=O)c3ccccc3)ccc21	-3%[57.5 µM]	11%	-2.0	12%	-2%	-9%	0	3%	6%
27	CCCC(=O)Nc1c(-c2ccccc2)c(=O)c(C)nn1-c1ccccc1	i	1%	1.2	9%	-9%	5%	-2	9%	8%
28	CC(C)c1cccc(-c2csc(C(O)c3ccco3)n2)c1 (stereo not given)	-3%	4%	1.5	-20%	-3%	-3%	-7	21%	-13%
29	CC(C)CCNC(=O)CSc1nc2ccccc2c(=O)[nH]1	-2%[57.5 µM]	8%	-0.6	-8%	0%	5%	/	7%	-2%
30	COCCNC(=O)CCC(=O)NNc1nc2ccccc2c2nc(-c3ccccc3)nn12	-6%	-7%&0%	-1.0	-26%	-4%	3%&2%	-16	7%&1%	13%
31	CSCCC(C(=O)NC(C)(C)C)n1c(-c2ccc(C)cc2)nc2ccccc21 (stereo not given)	i	?	1.8	-1%	7%	1%	-3	/	-6%
32	Cc1ccc(OCc2cc(C(=O)NC3CCc4ccccc43)no2)cn1 (stereo not given)	-28%	?	-6.1	11%	-3%	-10%	2	9%	0%
33	O=C(CS(=O)(=O)c1ccc(Cl)cc1)Nc1nccs1	i	2%	2.6	10%	-4%	-1%	-1	-3%	17%
34	CCC(=O)NC1=C(C#N)C2(CCCC2)Cc2ccccc21	i	-2%	0.0	-10%	-4%	-3%	7	15%	5%
35	Cn1c(O)c(N=Nc2ccc(F)cc2)c2ccccc21	i	0%	0.7	-4%	-24%	4%	26	12%	-7%
36	CN(Cc1ccccc1)C(=O)c1cc2cc(F)ccc2[nH]1	-28%	?	0.0	-5%	-5%	-17%	0	21%	-1%
37	COc1ccc(CNC(=O)CS(=O)(=O)c2cccc3nsnc23)cc1	3%	0%	/	/	/	2%	/	-5%	/
38	COc1ccccc1CC(=O)N(CCC1=CCCCC1)c1c(N)n(Cc2ccccc2)c(=O)[nH]c1=O	0%	6%	0.0	-14%	-7%	9%	-3	1%	?
39	O=C(CN1C(=O)CCSc2ccccc21)Nc1ccc(C(F)(F)F)cc1	-14%	?	/	/	/	-3%	/	-5%	/
40	CN(C)c1ccc(NC(=O)COC(=O)c2cc(=O)c3ccccc3o2)cc1	i	7%	17	4%	-10%	11%	-11	0%	-2%
41	CN(C)c1ccc(CNC(=O)C2CCN(S(=O)(=O)c3ccc4c(c3)CCCC(=O)N4)CC2)cc1	i	-9%	-5.2	3%	-14%	1%	-23	10%	4%
42	CCN(CC)CCN1C(=O)C(=O)/C(=C(/O)c2ccc(Cl)cc2)C1c1ccncc1 (stereo not given)	i	1%	-3.3	4%	2%	-11%	-6	-1%	-9%

Only part of the results is shown, so the mix of outcomes need not match the whole.
